Screening results from PubChem BioAssay.
Fluorescein autfl: compound autofluorescence in fluorescein spectral region; hit rate 0.91% among 59,000; Compound autofluorescence, 480/540 nm, fluorescein-equivalent; stronger effect = higher value; max fluorescein-equivalent concentration, M; in the data active = max fluorescein-equivalent concentration above about 10 nM; inconclusive = between about 1.1 nM and that limit
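Library compounds, added at multiple concentrations to pH 8.0 Tris buffer (100 mM), incubate 15 min at room temperature before CCD imaging at 480 nm excitation and 540 nm emission.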
USP2a inhib: inhibitors of human ubiquitin-specific protease USP2a; AID 927; Potency, µM (highest dose often 38.3 µM), for inactives: top-dose activity change, negative = inhibition, actives largely listed as inhibitors; USP2a enzymatic assay, qHTS inhibition; hit rate 0.1% among 60,000;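 note: potency is the fitted concentration of half-maximal effect; nearly all actives have a fitted effect of over 60% in size; plate controls were DMSO for no effect and NEM full inhibition control for full effect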
Target sequence (O75604 whole entry, looked up): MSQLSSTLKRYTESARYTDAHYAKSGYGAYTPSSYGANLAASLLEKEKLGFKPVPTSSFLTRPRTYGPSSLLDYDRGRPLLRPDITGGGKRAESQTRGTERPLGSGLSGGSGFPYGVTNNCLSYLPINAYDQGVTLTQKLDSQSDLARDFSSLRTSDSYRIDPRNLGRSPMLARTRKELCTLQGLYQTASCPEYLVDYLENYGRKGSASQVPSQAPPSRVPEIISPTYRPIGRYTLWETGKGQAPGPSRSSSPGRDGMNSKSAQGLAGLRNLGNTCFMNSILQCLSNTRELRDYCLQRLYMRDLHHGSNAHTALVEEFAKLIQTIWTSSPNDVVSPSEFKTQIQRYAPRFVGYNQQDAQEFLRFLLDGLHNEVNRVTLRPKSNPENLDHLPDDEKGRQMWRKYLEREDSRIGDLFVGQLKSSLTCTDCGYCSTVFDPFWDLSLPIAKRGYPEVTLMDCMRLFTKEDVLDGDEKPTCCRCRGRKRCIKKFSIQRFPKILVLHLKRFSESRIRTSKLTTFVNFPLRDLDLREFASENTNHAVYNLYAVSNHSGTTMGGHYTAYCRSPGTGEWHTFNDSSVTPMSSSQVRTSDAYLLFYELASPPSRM
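Inhibition is measured in a cell-free coupled assay with 20 nM USP2 core, 20 nM Ub-PLA2 and 20 uM NBD C6-HPC, 2.5 h incubation. Activity normalized to NEM control.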
HEK293 cAMP ctrl: raises cAMP in parental HEK293 cells, TSHR agonist counter-screen; parental HEK293 CNG cAMP sensor, membrane potential fluorescence; Potency, µM (highest dose often 57.1 µM), inactives show at the highest dose activation, hits mostly activators; hit rate 2.5% among 73,000; AID 938; note: potency is the fitted concentration of half-maximal effect; % of control where 0% means no effect; nearly all actives have a fitted effect of over 55% in size
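Parental HEK 293 cells stably expressing a modified CNG channel (no TSHR) report cAMP rise as membrane depolarization. Membrane potential dye with 100 uM RO 20-1724 was loaded for 60 min at room temperature, then compound added for 30 min; fluorescence read at 590 nm.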
BRCT PPI green: blocks human BRCA1 BRCT binding to phosphopeptide, green readout | Potency, µM (highest dose often 76.9 µM), inactives show at the highest dose activity change, negative = inhibition, most hits filed as inhibitors | P38398 | hit rate 0.05% among 75,000 | BRCA1 BRCT-phosphopeptide binding, green fluorescence polarization;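 note: potency is the fitted concentration of half-maximal effect; plate controls were peptide without protein for full effect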
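Compounds were incubated for 12 min at room temperature with a complex of 100 nM fluorescein-tagged pBACH1 decapeptide and 250 nM His-tagged BRCT protein. Buffer was phosphate pH 7.3 with EDTA, DTT and Tween 20. Disruption of binding lowers the polarization signal.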
Casp1 inh: allosteric or competitive inhibitors of human caspase-1; Caspase-1 enzyme, Ac-WEHD-AFC fluorogenic rate; hit rate 0.03% among 75,000; Potency, µM (highest dose often 57.5 µM), inactives show at the highest dose activity change, negative = inhibition, most hits filed as inhibitors; P29466;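 note: potency is the fitted concentration of half-maximal effect; plate controls were vehicle for no effect and no substrate for full effect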
Target sequence (P29466 120-297 limits assumed): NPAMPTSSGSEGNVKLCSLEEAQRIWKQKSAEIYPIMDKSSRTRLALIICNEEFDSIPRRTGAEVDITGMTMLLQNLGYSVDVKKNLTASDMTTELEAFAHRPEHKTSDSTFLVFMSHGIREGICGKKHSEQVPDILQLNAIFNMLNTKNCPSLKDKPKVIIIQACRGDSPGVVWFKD
Target sequence (P29466 317-404 limits assumed): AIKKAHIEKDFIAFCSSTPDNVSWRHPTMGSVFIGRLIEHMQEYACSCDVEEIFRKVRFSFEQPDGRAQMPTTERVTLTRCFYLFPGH
BRCT inh red: disrupts BRCA1 BRCT binding to phosphoprotein, red fluorophore readout | BRCT-phosphopeptide binding, red fluorescence polarization | Potency, µM (doses to about 76.9 µM), for the others: at the top dose activity change, negative = inhibition, usual class: inhibitors | hit rate 0.03% among 75,000 | AID 892; note: % is set by controls: 0 for no effect and ±100 for the full control effect
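Rhodamine-labelled pBACH1 10-mer (100 nM) bound to BRCT domain (100 nM) at pH 7.3; compounds incubated 12 min room temperature, polarization read. Free peptide defines full inhibition; unlabelled decapeptide titrated as control.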
Casp7 inh: blocks human caspase-7 allosterically or competitively. recombinant caspase-7, Ac-DEVD-AFC fluorescence rate. Potency, µM (series often up to 57.5 µM), for the others: at the highest dose activity change, negative = inhibition, hits mostly inhibitors. hit rate 0.02% among 75,000. AID 889; active = well fitted inhibition curve with a large enough effect in the main read-out, with a control signal flat, not every such curve was filed as active; inconclusive = small, poorly fitted or top-dose-only effect, or a change in a side signal; note: potency is the fitted concentration of half-maximal effect; % of control where 0% means no effect
A350 fluor: A350 region autofluorescence | Compound autofluorescence, 340/450 nm, Alexa 350 dye-equivalents; stronger effect = higher value | max dye-equivalent concentration, M | hit rate 11% among 59,000; in the data active = max dye-equivalent concentration above about 10 nM; inconclusive = mostly about 1.1 nM to 9.6 nM
UbGFP stabilizer: proteasome inhibitors stabilizing ubiquitin-GFP reporter; Ubiquitin-GFP reporter cells, proteasome inhibition, GFP fluorescence; response scale: untreated = 0%, 10 µM MG-132 = 100%; Potency, µM (top dose mostly 45.9 µM), without a hit: top-dose activation (GFP accumulation), actives largely listed as activators; 67,000 tested, under 10 active; AID 526; active = well fitted activation curve with a large enough effect, not every such curve was filed as active; inconclusive = small, poorly fitted or top-dose-only effect, or another doubt; inactive = no such curve, though single readings can be large or run the other way; note: potency is the fitted concentration of half-maximal effect
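U2OS cells stably expressing ubiquitin(G76V)-GFP, seeded overnight in 0.5% FBS medium, were exposed to compounds (qHTS, 46 uM to 2.9 nM) for 4 hr at 37 °C. GFP-positive cells were counted by laser cytometry (488 ex/515 em), normalized between basal and 10 uM MG-132.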
4-MU autofl: compound fluoresces in the 4-MU spectral region; hit rate 11% among 59,000; max dye-equivalent concentration, M; compound autofluorescence, 340/450 nm, 4-MU equivalents; stronger effect = higher value; in the data active = max dye-equivalent concentration above about 10 nM; inconclusive = mostly about 1.1 nM to 9.6 nM
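Intrinsic fluorescence at 340/450 nm (ex/em) was read after 15 min at room temperature in pH 8.0, 100 mM Tris. Each compound concentration expressed as 4-MU-equivalent concentration from a six-point 4-MU standard series on each plate.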
GFP derepression: epigenetic modulators derepressing GFP locus in mouse cells; Potency, µM (series often up to 46.1 µM), inactives show at the top dose GFP derepression (activation); mouse C127i GFP locus derepression, cytometry, 30 h; hit rate 0.09% among 68,000; AID 597; note: % of control where 0% means no effect
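Locus derepression in mouse mammary C127i cells whose integrated CMV-GFP reporter is normally silent; GFP expression after 30 h compound treatment was quantified by counting fluorescent cells.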
* marks the source's active call; other numbers are inactive results; i = inactive; ? = inconclusive; . = not tested or not shown; [ ] = remark or other dose. Unless noted, calls come from the whole dose curve; as a rule, active = well fitted curve in the direction sought with a large enough effect; inconclusive = small, poorly fitted or top-dose-only effect, or another doubt; inactive = no such curve, though single readings can be large; an effect the other way counts as inactive or inconclusive. Only part of the results is shown (hit frequency here may not be typical).

Results follow in this order: Fluorescein autfl	USP2a inhib	HEK293 cAMP ctrl	BRCT PPI green	Casp1 inh	BRCT inh red	Casp7 inh	A350 fluor	UbGFP stabilizer	4-MU autofl	GFP derepression
Cc1cc2oc(=O)cc(COC(=O)Cn3cnnn3)c2cc1C(C)C
 : i	23.7%	3.3%	-2.0%	0.4%	-1.7%	3.5%	i	-0.9%	i	-1.9%
COc1ccc(C(=O)N2c3ccccc3CC2C)cc1OC (stereo not drawn)
 : i	-8.8%	2.8%	-3.4%	1.4%	-0.1%	0.0%	i	-4.6%	i	0.0%
O=C(Oc1nsnc1N1CCOCC1)N1CCOCC1
 : ?	0.8%	-5.5%	-2.4%	-1.3%	-0.2%	0.7%	i	-2.0%	i	0.0%
C1CN(c2nc3nonc3nc2N2CCOCC2)CCO1
 : i	-4.6%	0.8%	-1.2%	0.5%	1.8%	-2.4%	i	-1.7%	i	-1.3%
CCOC(=O)CCNC(C)C1COc2ccccc2O1 (stereo not drawn)
 : i	-0.4%	5.3%	3.0%	-1.0%	-0.8%	-0.6%	i	3.9%	i	-1.2%
CCn1c(-c2cc(OC)ccc2OC)csc1=Nc1c(C)n(C)n(-c2ccccc2)c1=O
 : i	6.9%	8.1%	-0.6%	-0.4%	-1.6%	0.4%	i	1.1%	i	6.6%
CC(NS(=O)(=O)c1ccccc1)C(c1cccs1)N1CCN(c2ccccc2)CC1 (stereo not drawn)
 : i	12.3%	13.3%	0.3%	0.3%	-0.1%	-1.3%	i	12.4%	i	5.1%
CCOC(=O)C(NC(=O)CCC(=O)Nc1ccc(S(N)(=O)=O)cc1)C(O)c1ccccc1 (stereo not drawn)
 : .	6.4%[7.66 µM]	2.5%[11.4 µM]	1.0%	-1.9%	0.6%	-0.7%	.	-16.9%[9.17 µM]	.	0.0%
CCOC(=O)CNc1nc(C(C)(C)C)nc2c1nnn2Cc1ccccc1Cl
 : ?	9.5%	4.1%	0.4%	0.3%	2.5%	-0.8%	i	-4.3%	i	-1.3%
C#C[C@]1(O)CC[C@@H]2[C@H]3CCC4=Cc5oncc5C[C@]4(C)[C@@H]3CC[C@@]21C
 : ?	35.0%[activator][17.1 µM]	12.8%[25.6 µM]	-0.5%[34.4 µM]	-2.9%[25.7 µM]	0.1%[34.4 µM]	-0.6%[25.7 µM]	i	-1.8%[20.5 µM]	i	0.5%[20.6 µM]
COc1cc(C)c(Br)cc1S(=O)(=O)N1CCCC1
 : ?	-5.4%	21.8%	2.2%	0.4%	1.0%	0.7%	i	-8.8%	i	-4.3%
CCCCc1ccc(-c2nc(-c3ccncc3)no2)cc1
 : .	1.8%[7.66 µM]	-0.3%[11.4 µM]	0.1%	0.8%	0.2%	1.2%	.	1.2%[9.17 µM]	.	-3.1%
O=C(NCCCN1CCCC1=O)c1nnc(Cc2c(F)cccc2Cl)o1
 : i	9.1%	3.9%	1.3%	-1.5%	-1.5%	0.7%	i	-3.6%	i	2.0%
CCn1nnc(-c2ccccc2NC(=O)c2cc(OC)cc(OC)c2)n1
 : i	16.1%	?	-2.8%	-1.0%	-0.3%	-1.4%	i	1.7%	i	-0.2%
CC1(C)CC(=O)C(C=NCCO)=C(O)C1
 : .	0.6%	-3.5%	-0.7%	-2.4%	0.4%	0.1%	.	-6.2%	.	-2.0%
CCCn1nnc(NC(=O)c2ccccc2Cl)n1
 : i	-1.0%	0.2%	-0.8%	-0.4%	-1.0%	2.9%	i	-7.8%	i	-1.6%
CSCCC1NC2(C(=O)Nc3c2ccc(Cl)c3C)[C@@H]2C(=O)N(C3CCCC3)C(=O)[C@H]12 (stereo partly drawn)
 : i	31.7%[activator]	-11.9%	-3.3%	-2.3%	1.0%	-4.5%	i	0.0%	i	0.0%
O=S1(=O)N=C(Nc2ccc(N3CCOCC3)cc2)c2ccccc21
 : i	2.5%	5.3%	0.0%	-1.4%	0.8%	0.2%	i	-4.3%	i	1.1%
COCCn1c(SCC(=O)NCc2cccs2)nnc1-c1ccc(OC)cc1
 : i	-2.2%	?	0.1%	-0.9%	0.7%	-0.9%	i	-1.6%	i	-1.3%
COc1cccc(Nc2ncc3nc(C)c(=O)n(C4CC4)c3n2)c1
 : i	143.8%[activator]	14.8%	-1.7%	-10.9%	0.1%	-27.2%	i	-4.0%	i	0.3%[9.22 µM]
Cc1onc(-c2ccccc2Cl)c1C(=O)OCN1C(=O)c2ccccc2C1=O
 : .	-3.2%	?	-0.8%	-0.4%	-0.1%	-2.3%	.	7.0%	.	-3.8%
O=C(CCN1CCc2ccccc2C1)Nc1ccccc1
 : .	5.3%[7.66 µM]	2.7%[11.4 µM]	0.0%	-3.3%	-1.9%	-0.1%	.	7.9%[9.17 µM]	.	-1.5%
Cc1cc(NCCN(C)C)n2nc(-c3cccs3)cc2n1
 : ?	8.8%	3.5%	1.0%	-5.9%	-1.2%	-8.5%	1.03e-08M*	-0.8%	?	-0.3%
Fc1cccc(Cl)c1/C=N\N=C1c2ccccc2-c2ccccc21
 : i	.	9.8%[11.4 µM]	0.6%[15.4 µM]	-3.0%[11.5 µM]	-0.7%[15.4 µM]	1.6%[11.5 µM]	i	-3.9%[9.17 µM]	i	13.8%[9.22 µM]
Cc1ccc(C(=O)Cn2c3c(sc2=N)CCCC3)cc1
 : .	.	?	0.5%	-1.6%	-2.3%	-3.8%	.	5.2%	.	1.6%
CCOC(=O)c1cnn(-c2nc3sc4c(c3c(=O)[nH]2)CCCC4)c1N
 : i	2.6%	5.3%	-2.7%	-1.5%	-0.8%	-0.3%	i	-3.4%	i	0.0%
COC(=O)NC(CC(C)=O)c1ccc2c(c1)OCO2 (stereo not drawn)
 : .	.	-0.1%[11.4 µM]	0.4%[15.4 µM]	-2.9%[11.5 µM]	0.9%[15.4 µM]	-1.5%[11.5 µM]	.	.	.	.
COCC(=O)N1CCC2(CC1)CCN(C(=O)Nc1cccc(C#N)c1)CC2
 : i	-17.6%	0.7%	-2.3%	-11.4%	0.0%	0.0%	i	8.0%	i	-2.3%[9.22 µM]
Cc1occc1C(=O)N1CCCc2ccccc21
 : .	-3.6%	23.6%	-3.6%	0.5%	0.5%	0.0%	.	3.1%	.	-2.0%
CN(C)CCCNCCCNC(=O)c1ccccn1
 : i	0.4%	13.2%	-3.1%	2.0%	0.0%	-0.4%	i	-0.7%	i	0.0%

Taken from above.
Entry for `CCCCc1ccc(-c2nc(-c3ccncc3)no2)cc1` under Casp7 inh: 1.2%
Entry for `C#C[C@]1(O)CC[C@@H]2[C@H]3CCC4=Cc5oncc5C[C@]4(C)[C@@H]3CC[C@@]21C` under USP2a inhib: 35.0%[activator][17.1 µM]

Further structures follow.
Results follow in this order: Fluorescein autfl	USP2a inhib	HEK293 cAMP ctrl	BRCT PPI green	Casp1 inh	BRCT inh red	Casp7 inh	A350 fluor	UbGFP stabilizer	4-MU autofl	GFP derepression
O=S(=O)(Nc1cccc(-c2nc3cccnc3s2)c1)c1ccc2c(c1)OCCO2
 : .	.	1.7%	3.2%	-10.4%	0.3%	-5.3%	.	6.7%	.	.
Nc1ccc(-c2ccc3ccccc3n2)cc1
 : .	11.3%	.	-2.5%	1.0%	1.2%	-2.0%	.	.	.	.
O=C(CN1C(=O)c2ccccc2C1=O)Nc1ccc(-c2nc3ccccc3o2)cc1
 : i	8.7%	-5.7%	-2.1%	1.0%	-1.4%	-1.6%	i	-5.1%	i	0.0%
Cc1cc(S(=O)(=O)N2CCCC2)ccc1OCC(=O)N1CCOCC1
 : i	-3.0%	-1.0%	0.0%	-0.5%	-0.3%	-1.7%	i	4.9%	i	-1.7%
C=CCNC(=O)c1ccc(C)cc1Cl
 : .	-5.0%	4.2%[11.4 µM]	-0.1%	-2.0%	0.8%	-0.4%	.	-1.2%	.	2.5%
COc1ccc(-n2c(=O)c(-c3cc(F)cc(F)c3)nc3cncnc32)cc1
 : i	43.3%[activator]	?	1.0%	-3.3%	-4.5%	-5.0%	i	-1.8%	i	2.4%[9.22 µM]
O=C(COc1ccc(Cl)cc1)NCc1nnc(SCC(=O)NCc2ccc3c(c2)OCO3)o1
 : i	12.3%	4.5%	-1.9%	-0.9%	-0.8%	0.4%	i	-10.5%	i	2.2%
O=c1ccc(=O)n2n1CC(O)C2
 : ?	-5.1%	2.6%	-5.9%	-0.8%	2.8%	-1.1%	i	-3.4%	i	0.0%
Cc1ccc(-c2nc(N)n(C(=O)c3cccnc3)n2)cc1
 : ?	-19.1%	0.1%	0.0%	-0.2%	-0.1%	0.3%	i	-12.0%	i	-1.2%
CCOC(=O)/C=C1\SCC(=O)N1Cc1ccc(Br)cc1
 : i	5.5%	11.5%	0.4%	-4.1%	-0.6%	-2.6%	i	-4.7%	i	1.2%
C=CCNc1nc(N2CCCC2)nc2ccccc12
 : i	-1.2%	?	1.9%	1.2%	-1.0%	-0.5%	2.22e-07M*	1.5%	1.77e-07M*	1.6%
